Screening data deposited in PubChem BioAssay by National Center for Advancing Translational Sciences (NCATS).
Tau fluor cs: counter-screen for tau fibril formation inhibitors; actives 0.93% (n = 280,000); AID 1463; Potency, µM (top dose mostly 57.7 µM), inactives show at the highest dose activity change, negative = decrease; tau K18 P301L Alexa594 fluorescence, heparin fibrillization; note: % is set by controls: 0 for no effect and ±100 for the full control effect; nearly all actives have a fitted effect of over 55% in size
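Human tau K18 P301L (15 uM unlabeled, 0.24 uM Alexa 594-labeled) in 100 mM sodium acetate pH 7 with 20 uM heparin, 6 hr at 37 C. ThT 30 uM added, 1 hr ambient; Alexa 594 FP and total fluorescence read at 555/632 nm.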
Epigenetic derep: epigenetic control regulation, reporter derepression; AID 1865; actives 0.2% (n = 280,000); Potency, µM (top dose mostly 53.9 µM), for the others: at the top dose GFP activation, actives largely listed as activators; murine LDR cells, GFP reporter derepression, 30 h; note: % of control where 0% means no effect; nearly all actives have a fitted effect of over 60% in size
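Murine LDR cells bearing a silenced CMV-driven GFP reporter were exposed to compound for 30 h at 37 C. After PBS washes, GFP-positive cells (20-120 um objects) counted by laser-scanning microplate cytometry.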
GAA glycogen mod: inhibitors or activators of human alpha-glucosidase glycogen cleavage; P10253; recombinant GAA, glycogen substrate, Amplex Red glucose oxidase fluorescence; Potency, µM (top dose mostly 76.4 µM), for inactives: at the top dose activity change, negative = inhibition, most hits filed as inhibitors; actives 0.38% (n = 300,000); AID 2100;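 note: 0% = full enzyme reaction and -100% = no-enzyme basal signal; the screen sought inhibitors and activators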
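qHTS, 1536-well; enzyme 4 nM final; cpd up to 77 uM; substrate bovine liver glycogen 30 ug; 50 mM citrate/phosphate pH 5.0, 0.01% Tween-20; 37 C, 40 min; Amplex Red detection 45 min RT; Hill fit → AC50.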
* marks the source's active call; other numbers are inactive results; ? = inconclusive; [ ] = another dose, or the depositor's remark. Calls come from the whole dose curve; as a rule, active = well fitted curve in the direction sought with a large enough effect; inconclusive = small, poorly fitted or top-dose-only effect, or another doubt; inactive = no such curve, though single readings can be large; an effect the other way counts as inactive or inconclusive. Potency is the fitted concentration of half-maximal effect. An excerpt; count on the stated rates, not on these rows.

SMILES | Tau fluor cs | Epigenetic derep | GAA glycogen mod
CCOc1ccc(CCNC(=O)c2ccc3c(c2)N(Cc2ccc(C)cc2)CCS3)cc1 | ? | -5.8% | 10.6%[76.3 µM]
COc1cccc(CC(=O)Nc2ccc3nc(Nc4cccc(C(F)(F)F)c4)cc(C)c3c2)c1 | 7.08µM*[quencher] | -1.2% | -8.6%[76.3 µM]
Cc1cccc(N2CCN(C(c3ccc(F)cc3)c3nnc(-c4ccccc4)o3)CC2)c1C (centres undefined) | -13.3% | 0.0% | 11.2%[76.3 µM]
Cc1ccccc1Cn1nnc2c(=O)[nH]c(C3CCN(C(=O)c4ccc(F)cc4)CC3)nc21 | -10.9% | -2.7% | -6.9%[76.3 µM]
Cc1cc(C)cc(OCCOCCn2c(-c3ccc(Cl)cc3)nc3ccccc3c2=O)c1 | -22.6% | -1.3% | -4.5%[76.3 µM]
Cc1ccc(CNC(=O)CCCc2nnc3n(CC(C)C)c(=O)c4sccc4n23)cc1 | -9.1% | 1.0% | 15.5%[76.3 µM]
COc1ccc(-c2nc3c(C#N)c[nH]n3c2NC2CCCC2)c(OC)c1 | -15.3% | 2.6% | -2.1%[76.3 µM]
Cc1ccc(CNC(=O)CCc2c(C)c3ccc(O)c(C)c3oc2=O)cc1 | -18.8% | 8.5% | 16.5%[76.3 µM]
CCN1CCN(c2c(S(=O)(=O)c3ccccc3)cnc3ccc(Cl)cc23)CC1 | -8.9% | -1.0% | 1.4%[76.3 µM]
O=C(CN1C(=O)COc2ccc(S(=O)(=O)NC3CCCC3)cc21)NCc1ccccc1Cl | -6.1% | -0.4% | 15.1%[76.3 µM]
COc1ccc2[nH]c(=O)c(CN(C(=O)c3cccc(Cl)c3)c3ccccc3OC)cc2c1 | -13.3% | 2.9% | -5.8%[76.3 µM]
CCOc1ccc(NC(=O)c2ccc(-c3cccc(Cl)c3C)o2)cc1 | ? | 0.0% | 13.2%[76.3 µM]
CCc1ccc(CN(C(=O)Nc2cccc(Cl)c2)c2ccccn2)cc1 | ? | 4.8% | -10.0%[76.3 µM]
COc1ccc(-n2c(=O)c3ccccc3n(Cc3cccc(C)c3)c2=O)cc1 | -10.1% | 0.9% | -9.5%[76.3 µM]
Cc1ccccc1CNCCSc1nnnn1C | -11.2% | -1.1% | 7.5%[76.3 µM]
CCc1ccc2occ(CC(=O)Nc3nnc(SC)s3)c2c1 | 1.0% | 1.9% | 14.6%[76.3 µM]
CCN(CC)CCCNC(=O)c1cc(-c2ccc(OC)c(OC)c2)on1 | -13.8% | -1.8% | -9.2%[76.3 µM]
COc1ccc2cc3c(N)nn(C(=O)c4ccc(F)cc4Cl)c3nc2c1 | ? | -0.3% | -11.4%[76.3 µM]
COc1cc(OC)cc(-n2c(=O)c3ccccc3n(Cc3ccccc3C#N)c2=O)c1 | -20.6% | 2.0% | -0.9%[76.3 µM]
Cc1cc(C)c(NC(=O)C2CCN(C(=O)N3CCOc4ccccc43)CC2)c(C)c1 | ? | 2.8% | -5.9%[76.3 µM]
CC(C)COc1ccc(C2=NC(c3ccncc3)=Nc3ccc(F)cc3N2)cc1 | ? | -1.5% | -27.9%[76.3 µM]
COc1cc(C2CC(=O)c3c([nH]c(C(=O)OCC4CCCCC4)c3C)C2)cc(OC)c1OC (centres undefined) | -9.6% | 0.0% | -8.3%[76.3 µM]
FC(F)(F)c1cccc(Nc2nc3nonc3nc2Nc2ccc(Cl)cc2)c1 | ? | 2.2% | 2.4%[76.3 µM]
CN1C(C(=O)Nc2ccc(F)cc2F)=CC(c2ccc3c(c2)OCO3)=NS1(=O)=O | 4.8% | -2.8% | 12.3%[76.3 µM]
CCOc1ccccc1NC(=O)c1c(NC(=O)COc2ccccc2)sc2c1CCCCC2 | -4.8% | -1.6% | -2.3%[76.3 µM]
COc1ccc(N2CCN(C(=O)CCc3c(C)nc4cc(-c5ccc(Cl)cc5)nn4c3C)CC2)cc1 | -10.5% | 2.2% | -5.8%[76.3 µM]
COC(=O)c1ccc(C2Nc3c(C)cc(C)cc3C3C=CCC32)cc1 (centres undefined) | -18.4% | 0.8% | -14.1%[76.3 µM]
CCOC(=O)c1nnn(CC(=O)NC(=O)Nc2ccccc2F)c1C(=O)OCC | -26.0% | -1.4% | -9.5%[76.3 µM]
COc1cc(OC)c(Nc2nc3ccccc3c3nncn23)cc1Cl | ? | -2.4% | -1.6%[76.3 µM]
CCC(C(=O)N1CCN(c2cc(Cl)ccc2C)CC1)n1nc(C)n2c(cc3occc32)c1=O (centres undefined) | -6.9% | -2.4% | -10.2%[76.3 µM]
COCCCNC(=O)c1ccc2c(c1)NC(=O)C(C(C)C)N2 (centres undefined) | -7.9% | -1.8% | ?
O=C(NCc1cccs1)C1CCN(C(=O)N2CCOc3ccccc32)CC1 | ? | 1.4% | -14.8%[76.3 µM]
COc1ccc2c(c1)CCc1c(C(=O)Nc3ccc(F)c(Cl)c3)noc1-2 | -9.7% | -0.9% | 9.1%[76.3 µM]
O=C(CCC1N=C2c3ccccc3N=C(SCc3cccc(Cl)c3)N2C1=O)N1CCN(c2ccccc2)CC1 (centres undefined) | -18.4% | 1.0% | -11.2%[76.3 µM]
CC(Oc1ccccc1)C(=O)Nc1ccc(OCc2cc(=O)n3ccsc3n2)cc1 (centres undefined) | -11.4% | -4.4% | 1.9%[76.3 µM]
O=C(COc1ccccc1-c1nc(-c2ccccc2)no1)Nc1ccccc1[N+](=O)[O-] | -28.5% | 16.0% | -21.9%[76.3 µM]
CCN(c1cc(C)cc(C)c1)S(=O)(=O)c1nnc(NC(=O)c2cccc(F)c2)s1 | -5.9% | 0.0% | 3.7%[76.3 µM]
CCOc1ccccc1N1CCN(S(=O)(=O)c2ccc(C3CCCCC3)cc2)CC1 | -21.6% | 4.8% | -9.4%[76.3 µM]
COc1cccc(NC(=O)Cn2c(=O)c3cccn3c3ccc(F)cc32)c1 | -4.8% | 0.0% | -12.1%[76.3 µM]
Cc1cccc(N2CCN(C(=O)CS(=O)(=O)Cc3nc(-c4ccccc4C)oc3C)CC2C)c1 (centres undefined) | -16.0% | -0.3% | -3.8%[76.3 µM]
CCOC(=O)C1CCCN(c2c(C(=O)c3ccccc3)cnc3ccc(F)cc23)C1 (centres undefined) | -12.3% | 0.0% | 8.8%[76.3 µM]
Cc1cccc(C(=O)NCCc2nc3ccccc3n2CCC(C)C)c1 | -14.9% | 11.3% | -13.9%[76.3 µM]
Cc1cc(=O)oc2cc(OCC(=O)Nc3c(C(C)C)cccc3C(C)C)ccc12 | -5.6% | -1.6% | 6.0%[76.3 µM]
O=C(COc1ccc([N+](=O)[O-])cc1)Nc1cccc2cccnc12 | -16.5% | -1.0% | 9.9%[76.3 µM]
Cc1cccc(-c2noc(-c3ccc(N4CCN(C)CC4)c([N+](=O)[O-])c3)n2)c1 | -21.9% | ? | -7.0%[76.3 µM]
COc1ccc(Nc2ncc(C(=O)Nc3ccc(F)cc3F)c3ccccc23)cc1 | 11.2µM*[quencher] | -0.7% | 6.2%[76.3 µM]
CN(Cc1ccccc1)C(C(=O)NC1CCCCC1)c1ccc(Cl)cc1 (centres undefined) | -3.2% | -0.7% | -15.6%[76.3 µM]
CCc1ccc(-c2cn3c(n2)sc2cc(C(=O)NCCCc4ccccc4)ccc23)cc1 | -4.3% | 1.4% | 1.4%[76.3 µM]
CCOc1ccc(NC(=O)Cn2cc(C(=O)c3ccc(OC)cc3)c(=O)c3cc4c(cc32)OCO4)cc1 | -24.8% | ? | -46.4%[76.3 µM]
CCCN1CCN(c2cc3c(cc2F)c(=O)c(S(=O)(=O)c2ccc(Cl)cc2)cn3C)CC1 | -8.8% | -0.2% | -12.5%[76.3 µM]
COc1cccc(CNC(=O)CCS(=O)(=O)c2ccc3c(c2)oc(=O)n3C)c1 | -3.0% | -0.2% | -1.4%[76.3 µM]
CC(C)N(Cc1ccccc1)C(=O)CN1C(=O)CSc2ccc(S(=O)(=O)N3CCCC3)cc21 | -0.8% | -0.7% | 14.7%[76.3 µM]
Cc1ccc(S(=O)(=O)c2nnn3c2nc(N2CCC(C)CC2)c2cc(Cl)ccc23)cc1C | -29.1% | 1.4% | 6.0%[76.3 µM]
Cc1cc(C)cc(NC(=O)CCN2C(=O)c3ccccc3Sc3ncccc32)c1 | -7.9% | 5.6% | -19.5%[76.3 µM]
O=C(c1cnc2cc(-c3ccccc3)nn2c1)c1cc([N+](=O)[O-])ccc1O | -17.6% | 0.0% | -9.3%[76.3 µM]
Fc1ccc(Nc2c(-c3c[nH]c4ccccc34)nc3ccccn23)cc1 | 7.08µM*[quencher] | -1.1% | 14.1µM*
Cc1ccc2c(=O)cc(C(=O)Nc3ccc(S(=O)(=O)N4CCCC(C)C4)cc3)oc2c1C (centres undefined) | -19.5% | 0.7% | 3.6%[76.3 µM]
Cc1c(CC(=O)N2CCCCC2)c(=O)oc2c(C)c3occ(C(C)(C)C)c3cc12 | -9.5% | -1.8% | -8.8%[76.3 µM]
CCCN(CCC)CCCNC(=O)C1CCCN(S(=O)(=O)c2cccc3nsnc23)C1 (centres undefined) | 2.6% | -4.0% | 10.1%[76.3 µM]
CC1Cc2cc(S(=O)(=O)N(C)c3ccc(Br)cc3)ccc2N1C(=O)C1CC1 (centres undefined) | -18.2% | -0.3% | -13.8%[76.3 µM]

Quoted from the listing:
Under GAA glycogen mod, CCOC(=O)C1CCCN(c2c(C(=O)c3ccccc3)cnc3ccc(F)cc23)C1 (centres undefined) has 8.8%[76.3 µM]
Under GAA glycogen mod, Cc1ccc2c(=O)cc(C(=O)Nc3ccc(S(=O)(=O)N4CCCC(C)C4)cc3)oc2c1C (centres undefined) has 3.6%[76.3 µM]

The list continues:
SMILES | Tau fluor cs | Epigenetic derep | GAA glycogen mod
O=C(O)CCn1ccc2cc(S(=O)(=O)N3CCCCCC3)ccc21 | -4.5% | -5.1% | 17.7%[76.3 µM]
COc1cccc(-c2cc(C(F)(F)F)nc(NCc3ccc(F)cc3)n2)c1 | ? | 4.8% | 2.5%[76.3 µM]
CC(=O)c1cccc(NC(=O)Cc2noc3ccccc23)c1 | 0.0% | 0.0% | -7.5%[76.3 µM]
CC(C)CCn1nnc2sc(-c3ccccc3)cc2c1=O | -26.2% | -2.6% | -14.9%[76.3 µM]
CC(=O)N1CCc2cc(Br)cc(S(=O)(=O)CCC(=O)NCc3ccc(F)cc3)c21 | -7.2% | 1.5% | 12.8%[76.3 µM]
CCS(=O)(=O)N1CC(=O)N(c2cc(Cl)ccc2C)C(C)(C(=O)NC2CCCCCC2)C1 (centres undefined) | -5.3% | -1.2% | 6.0%[76.3 µM]
CCc1c(C)sc(NC(=O)C2c3ccccc3Oc3ccccc32)c1C(=O)OC(C)C | -17.9% | -0.1% | 7.4%[76.3 µM]
Cc1ccc2onc(CC(=O)Nc3ccc(C(C)C)cc3)c2c1 | -1.8% | 0.0% | -4.0%[76.3 µM]
CCOc1ccc(NC(=O)[C@H]2O[C@@H]3OC(C)(C)O[C@@H]3[C@H]3OC(C)(C)O[C@H]32)cc1 | -3.1% | 7.4% | -6.3%[76.3 µM]
Cc1ccc(-c2nnc(Nc3ccccc3)c3ccccc23)cc1S(=O)(=O)N1CCN(C)CC1 | -20.3% | 8.3% | 2.9%[76.3 µM]
O=C(COc1ccc(F)cc1)NCC(c1ccc(Cl)cc1)N1CCCCC1 (centres undefined) | 3.8% | -1.6% | -5.0%[76.3 µM]
Cc1c2cnn(CC(=O)NCc3ccccc3)c(=O)c2c(C)n1Cc1cccc(Cl)c1 | -15.2% | -4.8% | -0.7%[76.3 µM]
CC(C)CCNC(=O)C1CCN(S(=O)(=O)c2cccc3nsnc23)CC1 | 0.3% | -2.4% | 10.3%[76.3 µM]
COC(=O)c1cccc(Nc2nn3c(=O)c4cc5c(cc4nc3s2)OCO5)c1 | -15.4% | -2.3% | -8.7%[76.3 µM]
CC(=O)c1cccc(NC(=O)c2cc3sc(Cl)cc3n2C)c1 | -22.8% | 5.4% | 5.3%[76.3 µM]

Shown field by field: entries from further up.
CC(=O)c1cccc(NC(=O)c2cc3sc(Cl)cc3n2C)c1
  Tau fluor cs = -22.8%
  Epigenetic derep = 5.4%
  GAA glycogen mod = 5.3%[76.3 µM]
CCS(=O)(=O)N1CC(=O)N(c2cc(Cl)ccc2C)C(C)(C(=O)NC2CCCCCC2)C1 (centres undefined)
  Tau fluor cs = -5.3%
  Epigenetic derep = -1.2%
  GAA glycogen mod = 6.0%[76.3 µM]
COC(=O)c1cccc(Nc2nn3c(=O)c4cc5c(cc4nc3s2)OCO5)c1
  Tau fluor cs = -15.4%
  Epigenetic derep = -2.3%
  GAA glycogen mod = -8.7%[76.3 µM]
CC(=O)N1CCc2cc(Br)cc(S(=O)(=O)CCC(=O)NCc3ccc(F)cc3)c21
  Tau fluor cs = -7.2%
  Epigenetic derep = 1.5%
  GAA glycogen mod = 12.8%[76.3 µM]
